Bioassay records as filed in PubChem BioAssay.
Jurkat viability: cytotoxic compounds reducing Jurkat cell viability | Jurkat E6.1 viability, ATP luminescence, 48 h | inhibition, % at 4 µM | 56,000 tested, 1.2% active;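 active = inhibition above the mean inhibition of all tested compounds plus 3 SD, cut at about 28% in these data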
HTR1E agonist: activates the human 5-HT1E serotonin receptor; P28566; CHO 5-HT1E Ga15 NFAT-bla reporter, FRET; 0% DMSO wells, 100% control agonist wells; activation, % at 6 µM; 65,000 tested, 0.69% active; AID 574;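 active = activation above a set limit, the screen-wide mean activation plus 3 SD, cut at about 8.5% in these data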;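 note: 100% = positive control agonist at 1 µM giving full maximal response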
5HT1E antag: blocks the human 5-HT1E serotonin receptor; inhibition, % at 6 µM; 65,000 tested, 0.99% active; AID 571; CHO 5-HT1E Ga15 NFAT-bla reporter, FRET, antagonist;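 active = inhibition above a set limit, the mean inhibition across every tested compound plus 3 SD, cut at about 29% in these data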;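 note: signal is the 460 over 535 nm emission ratio of beta-lactamase substrate; 0% = agonist plus DMSO wells and 100% = wells without agonist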
5-HT1A blocker: 5-HT1a (human) receptor antagonism. CHO 5-HT1a Ga15 NFAT-bla reporter, antagonist mode. inhibition, % at 10 µM. AID 612. 62,000 tested, 0.68% active;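 active = inhibition above the mean of all tested compounds plus 3 SD, cut at about 43% in these data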;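 note: receptor stimulated by 5-CT agonist at 100 nM near EC80; beta-lactamase reporter measured by ratiometric fluorescence of a cleavable substrate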
S1P1 ag-PAM: S1P1 (human) agonism or agonism potentiation; P21453; S1P1 CRE-bla cells, forskolin, beta-lactamase FRET, potentiator mode; S1P1 agonist co-added at EC20, 2 nM; 100% = saturating reference agonist, 0% = basal; activation, % at 9.5 µM; 56,000 tested, 0.57% active;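 active = activation above a cutoff set at the mean activation of all tested compounds plus 3 SD, cut at about 54% in these data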;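 note: forskolin at 4 µM as EC80 and the EC20 agonist is SEW2871; 100% = SEW2871 at its EC100 plus forskolin at EC80; some compounds past the cut are filed as inactive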
Target sequence (P21453 whole entry, looked up): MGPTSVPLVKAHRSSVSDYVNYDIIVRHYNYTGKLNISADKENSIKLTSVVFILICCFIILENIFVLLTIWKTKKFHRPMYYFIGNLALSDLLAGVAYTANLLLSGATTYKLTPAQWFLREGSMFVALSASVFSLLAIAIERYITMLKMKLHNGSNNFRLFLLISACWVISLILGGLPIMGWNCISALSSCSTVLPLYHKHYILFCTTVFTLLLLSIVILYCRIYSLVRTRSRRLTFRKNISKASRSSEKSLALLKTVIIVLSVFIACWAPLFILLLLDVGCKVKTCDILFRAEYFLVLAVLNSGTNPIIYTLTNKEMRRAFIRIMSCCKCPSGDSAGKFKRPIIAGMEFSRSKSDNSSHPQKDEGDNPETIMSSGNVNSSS
D1 allo mod: D1 dopamine receptor (human) allosteric modulation; 58,000 tested, 5.9% active; HEK293 D1, CRE-luciferase, dopamine EC30 potentiation; actives deviate in either direction; B-score at 10 µM;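 active = luminescence count or its row- and column-corrected plate score outside the 99.7% band of the plate's sample wells, on either side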
S1P3 ag: S1P3 (human) receptor agonism; Q99500; S1P3 NFAT-BLA reporter cells, FRET ratio; relative to 1 µM S1P, basal subtracted; activation, % at 4.5 µM; 60,000 tested, 0.1% active; AID 373;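 active = activation above the screen-wide mean plus 3 SD, cut at about 4.5% in these data, passing the limit was not always enough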; note: some compounds called inactive have numbers as strong as hits
Target sequence (Q99500 whole entry, looked up): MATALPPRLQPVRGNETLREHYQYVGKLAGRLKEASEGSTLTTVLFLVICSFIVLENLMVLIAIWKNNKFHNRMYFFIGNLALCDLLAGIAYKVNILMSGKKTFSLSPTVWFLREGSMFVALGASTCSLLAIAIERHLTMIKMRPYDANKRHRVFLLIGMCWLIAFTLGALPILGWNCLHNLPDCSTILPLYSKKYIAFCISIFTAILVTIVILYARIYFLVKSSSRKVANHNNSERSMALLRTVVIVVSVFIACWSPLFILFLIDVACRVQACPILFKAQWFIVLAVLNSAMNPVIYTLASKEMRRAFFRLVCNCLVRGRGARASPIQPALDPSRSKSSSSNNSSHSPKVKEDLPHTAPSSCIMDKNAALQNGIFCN
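Material: Human S1P3 NFAT-BLA reporter CHO cells | Incubation: Overnight plating, 4 h compound 37 °C, 2 h substrate RT | Signal: FRET β-lactamase substrate fluorescence, excitation 405 nm, 460/535 nm emission ratio, background-subtracted | Compound: 4.5 µM final, single dose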
HTR1A agonist: activates the human 5-HT1a serotonin receptor; P08908; CHO 5-HT1a Ga15 NFAT-bla reporter, FRET ratio; 0% basal, 100% maximal reference agonist; activation, % at 10 µM; 65,000 tested, 0.56% active;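 active = activation above the screen-wide mean activation plus 3 SD, cut at about 19% in these data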;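 note: 0% = DMSO wells and 100% = 5-CT at EC100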
HEK293 NFkB inh: inhibitors of the PMA/ionomycin-induced NF-kB reporter in HEK293 cells. AID 465. inhibition, % at 3 µM. HEK-293 NF-kB luciferase reporter, luminescence. 62,000 tested, 0.21% active;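 active = inhibition above the mean of all tested compounds plus 3 SD, cut at about 40% in these data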;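 note: 0% = stimulated DMSO wells and 100% = 10 µM reference inhibitor 5653914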
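System – HEK-293 cells with stable firefly luciferase reporter driven by four HIV NF-kB elements · Doses – one dose, 3 µM · Schedule – 1 h compound pre-incubation, 16 h PMA/ionomycin at 37 °C · Technique – luminescence from luciferase substrate reagent · Measure – percent inhibition normalized per plate to DMSO and reference-inhibitor controls · Replicates – tested once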
Active calls of the source: *.

How did CC(=O)c1ccc(OCCCC(=O)OCC(=O)N2CCN(c3ccccc3)CC2)cc1 do in these assays?
Jurkat viability: -1; HTR1E agonist: -0.3; 5HT1E antag: 3; 5-HT1A blocker: 13; S1P1 ag-PAM: 4; D1 allo mod: -0.072; S1P3 ag: 0.4; HTR1A agonist: -2.6; HEK293 NFkB inh: -11

What do the screens show for `CCOCC(=O)Nc1nnc(COCC)s1`?
Jurkat viability: -6; HTR1E agonist: 0.1; 5HT1E antag: 3; 5-HT1A blocker: -7; S1P1 ag-PAM: 3; D1 allo mod: 0.04; S1P3 ag: 0.1; HTR1A agonist: -0.3; HEK293 NFkB inh: 9

What do the screens show for `O=C(NCc1cccs1)C1CCN(c2ccc(S(=O)(=O)N3CCOCC3)cc2Cl)CC1`?
Jurkat viability: 91*; HTR1E agonist: -0.2; 5HT1E antag: 40*; 5-HT1A blocker: 27; S1P1 ag-PAM: 16; D1 allo mod: 0.67; S1P3 ag: -1.7; HTR1A agonist: 0.7; HEK293 NFkB inh: 40

Results for CCCOc1ccc(N2C(=O)CC(N3CCN(c4ccccc4F)CC3)C2=O)cc1 (stereo not drawn) ?
Jurkat viability: 6; HTR1E agonist: 0.1; 5HT1E antag: -16; 5-HT1A blocker: -1; S1P1 ag-PAM: -12; S1P3 ag: -1.1; HTR1A agonist: -1.1; HEK293 NFkB inh: 2

How did O=C(O)c1cc(S(=O)(=O)N2CCOCC2)c(Sc2ccccn2)cc1Sc1ccccn1 do in these assays?
Jurkat viability: -6; HTR1E agonist: -0.4; 5HT1E antag: -2; 5-HT1A blocker: -6; S1P1 ag-PAM: -4; D1 allo mod: -0.077; S1P3 ag: -2.1; HTR1A agonist: -0.7; HEK293 NFkB inh: 9

Results for COc1ccc(-c2nn3c(-c4ccccc4)nnc3s2)cc1OC ?
Jurkat viability: -2; HTR1E agonist: 2.7; 5HT1E antag: 18; 5-HT1A blocker: -18; S1P1 ag-PAM: -35; D1 allo mod: 8.2*; S1P3 ag: 1.2; HTR1A agonist: 1.8; HEK293 NFkB inh: 4

Results for COc1ccc(-c2nc3cc(NC(=O)Cc4ccc(OC)c(OC)c4)ccc3o2)cc1 ?
Jurkat viability: 73*; HTR1E agonist: 0.5; 5HT1E antag: 7; 5-HT1A blocker: 10; S1P1 ag-PAM: 81*; D1 allo mod: -3.9*; S1P3 ag: -1.1; HTR1A agonist: 5.8; HEK293 NFkB inh: 8

What do the screens show for `COCCCNC(=O)CCN1C(=O)COc2ccccc21`?
Jurkat viability: 6; HTR1E agonist: -0.7; 5HT1E antag: 3; 5-HT1A blocker: 1; S1P1 ag-PAM: -17; D1 allo mod: 0.61; S1P3 ag: -0.6; HTR1A agonist: -2.6; HEK293 NFkB inh: 1

What do the screens show for `CCS(=O)(=O)Nc1ccc2c(c1)N(C(C)=O)c1ccccc1CC2`?
Jurkat viability: 0; HTR1E agonist: -0.6; 5HT1E antag: 1; 5-HT1A blocker: -6; S1P1 ag-PAM: 6; D1 allo mod: -1; S1P3 ag: -0.2; HTR1A agonist: 9.1; HEK293 NFkB inh: -6

Results for CC(C)Cn1c(N)c(C(=O)COC(=O)C2=COCCO2)c(=O)n(C)c1=O ?
Jurkat viability: -9; HTR1E agonist: 0.3; 5HT1E antag: -3; 5-HT1A blocker: 0; S1P1 ag-PAM: -14; D1 allo mod: 0.0074; S1P3 ag: 0.3; HTR1A agonist: -3.2; HEK293 NFkB inh: -3

How did N#C/C(C(=O)N1CCOCC1)=C1/SC=C(c2ccccc2)N1c1ccccc1 do in these assays?
Jurkat viability: -1; HTR1E agonist: 0.0; 5HT1E antag: -16; 5-HT1A blocker: 7; S1P1 ag-PAM: 8; D1 allo mod: 0.82; S1P3 ag: -1.0; HTR1A agonist: -0.4; HEK293 NFkB inh: 10

How did COC(=O)c1ccc(NC(=O)CNC(=O)C2CCCCC2)c(C)c1 do in these assays?
Jurkat viability: -6; HTR1E agonist: 0.1; 5HT1E antag: -11; 5-HT1A blocker: 3; S1P1 ag-PAM: -34; D1 allo mod: -0.052; S1P3 ag: 0.5; HTR1A agonist: -0.8; HEK293 NFkB inh: 18

How did c1ccc2[nH]c(-c3nc4ccccc4[nH]3)nc2c1 do in these assays?
Jurkat viability: 10; HTR1E agonist: 0.7; 5HT1E antag: 7; 5-HT1A blocker: 23; S1P1 ag-PAM: -17; D1 allo mod: -2.9*; S1P3 ag: -0.8; HTR1A agonist: 1.0; HEK293 NFkB inh: -42

How did N#CC1=C(N)OC2=C(C(=O)CCC2)C12CCN(C(=O)OCc1ccccc1)CC2 do in these assays?
Jurkat viability: -3; HTR1E agonist: -1.0; 5HT1E antag: -11; 5-HT1A blocker: 12; S1P1 ag-PAM: -6; D1 allo mod: 0.065; S1P3 ag: -0.1; HTR1A agonist: -1.0; HEK293 NFkB inh: 7

How did Cc1ccc(NCN2C(=O)c3ccccc3C2=O)c(C)c1 do in these assays?
Jurkat viability: -11; HTR1E agonist: 0.0; 5HT1E antag: -7; 5-HT1A blocker: 2; S1P1 ag-PAM: -21; D1 allo mod: 0.43; S1P3 ag: -0.2; HTR1A agonist: -2.3; HEK293 NFkB inh: -1

How did CCOc1ccc(C(=O)Nc2ccc3c(c2)OCO3)cc1OCC do in these assays?
Jurkat viability: 6; HTR1E agonist: -0.1; 5HT1E antag: 21; 5-HT1A blocker: 17; S1P1 ag-PAM: -2; S1P3 ag: -0.6; HTR1A agonist: -1.6; HEK293 NFkB inh: 6

How did CC(C)OCCCn1c(=NC(=O)c2ccncc2)c(C#N)cc2c(=O)n3ccccc3nc21 do in these assays?
Jurkat viability: -8; HTR1E agonist: 9.1*; 5HT1E antag: -6; 5-HT1A blocker: -34; S1P1 ag-PAM: -61; D1 allo mod: 0.34; S1P3 ag: 2.4; HTR1A agonist: 37*; HEK293 NFkB inh: 25

What do the screens show for `CCc1nnc(NC(=O)C2CCN(S(=O)(=O)Cc3ccccc3)CC2)s1`?
HTR1E agonist: -1.9; 5HT1E antag: 5; 5-HT1A blocker: 2; D1 allo mod: 0.35; HTR1A agonist: -0.3; HEK293 NFkB inh: 8

How did CCN(CC)CCCNC(=O)c1nn(-c2ccccc2OC)c(=O)c2ccccc12 do in these assays?
Jurkat viability: -4; HTR1E agonist: 0.7; 5HT1E antag: 8; 5-HT1A blocker: -2; S1P1 ag-PAM: -16; D1 allo mod: 0; S1P3 ag: -0.3; HTR1A agonist: -3.5; HEK293 NFkB inh: 0

What do the screens show for `COc1ccc(C2=Nn3c(nnc3-c3cccnc3)SC2)cc1`?
Jurkat viability: 12; HTR1E agonist: 0.2; 5HT1E antag: 10; 5-HT1A blocker: 9; S1P1 ag-PAM: -14; D1 allo mod: 5.6*; S1P3 ag: -1.4; HTR1A agonist: -0.9; HEK293 NFkB inh: 18

How did N=c1nc(-c2ccccc2)ccn1O do in these assays?
Jurkat viability: -10; HTR1E agonist: 0.0; 5HT1E antag: -1; 5-HT1A blocker: -8; S1P1 ag-PAM: -4; S1P3 ag: 0.4; HTR1A agonist: 1.0; HEK293 NFkB inh: 19

How did Cc1cc2cc(CN(Cc3ccco3)C(=O)NCc3ccccc3)c(=O)[nH]c2cc1C do in these assays?
Jurkat viability: -3; HTR1E agonist: -0.6; 5HT1E antag: -1; 5-HT1A blocker: 14; S1P1 ag-PAM: 22; D1 allo mod: 1.4; S1P3 ag: 1.2; HTR1A agonist: 0.3; HEK293 NFkB inh: 6

Results for CCOc1ccc(OCc2ccc(C(=O)Nc3cccc(C)n3)o2)cc1 ?
Jurkat viability: -1; HTR1E agonist: 0.3; 5HT1E antag: 2; 5-HT1A blocker: -1; S1P1 ag-PAM: 7; D1 allo mod: 0.07; S1P3 ag: -0.7; HTR1A agonist: 1.2; HEK293 NFkB inh: -18

What do the screens show for `Cc1ccc(-n2nc3c(c2NC(=O)c2c(-c4ccccc4Cl)noc2C)CSC3)cc1`?
Jurkat viability: 4; HTR1E agonist: 0.0; 5HT1E antag: -7; 5-HT1A blocker: -6; S1P1 ag-PAM: -12; D1 allo mod: 4.6*; S1P3 ag: 0.0; HTR1A agonist: -4.3; HEK293 NFkB inh: 0

Results for C/C(N)=C(/C#N)C(=O)CSc1nnnn1-c1ccc(C)cc1C ?
Jurkat viability: 30*; HTR1E agonist: -1.2; 5HT1E antag: 25; 5-HT1A blocker: 4; S1P1 ag-PAM: 52; D1 allo mod: -0.98; S1P3 ag: -1.4; HTR1A agonist: -2.0; HEK293 NFkB inh: 9

What do the screens show for `COCCN(C(=O)C(F)(F)F)C(C(=O)NC1CCCCC1)c1ccco1` (stereo not drawn)?
Jurkat viability: -6; HTR1E agonist: -0.4; 5HT1E antag: -9; 5-HT1A blocker: -7; S1P1 ag-PAM: -7; D1 allo mod: 0.094; S1P3 ag: 1.0; HTR1A agonist: -0.7; HEK293 NFkB inh: 2

Results for COc1cc2c(cc1OC)CN(c1ccc(-c3ccccc3OC)nn1)CC2 ?
Jurkat viability: 5; HTR1E agonist: 3.7; 5HT1E antag: 15; 5-HT1A blocker: 5; S1P1 ag-PAM: 8; D1 allo mod: -0.71; S1P3 ag: -0.1; HTR1A agonist: -3.6; HEK293 NFkB inh: 2

Results for CCOC(=O)N1CCC(N2C(=O)c3ccc(C(=O)NC4CCCCCC4)cc3C2=O)CC1 ?
Jurkat viability: -3; HTR1E agonist: -0.1; 5HT1E antag: -2; 5-HT1A blocker: 10; S1P1 ag-PAM: -19; D1 allo mod: 0.29; S1P3 ag: -0.4; HTR1A agonist: -2.1; HEK293 NFkB inh: 10

How did c1ccc2c(c1)CC(N1CCCCC1)c1ccccc1N2 (stereo not drawn) do in these assays?
Jurkat viability: -2; HTR1E agonist: -0.7; 5HT1E antag: -2; 5-HT1A blocker: 15; S1P1 ag-PAM: -16; D1 allo mod: -0.83; S1P3 ag: -1.0; HTR1A agonist: -2.3; HEK293 NFkB inh: 8

What do the screens show for `Cc1ccc(-c2nc3ccccc3o2)cc1NC(=O)c1ccc2c(c1)OCO2`?
Jurkat viability: -2; HTR1E agonist: -0.8; 5HT1E antag: -3; 5-HT1A blocker: 19; D1 allo mod: -0.58; S1P3 ag: -0.5; HTR1A agonist: -1.4; HEK293 NFkB inh: 5

Results for CCCCNC(=O)C1CC(=O)N(C2CCCCC2)C1 (stereo not drawn) ?
Jurkat viability: 3; HTR1E agonist: -0.3; 5HT1E antag: -2; 5-HT1A blocker: -8; S1P1 ag-PAM: -11; D1 allo mod: 0.11; S1P3 ag: 0.1; HTR1A agonist: -3.3; HEK293 NFkB inh: 8

How did COc1cccc(-n2c(Cc3cc(=O)[nH]c(=O)[nH]3)nnc2SCC(=O)NC2CCCC2)c1 do in these assays?
Jurkat viability: -4; HTR1E agonist: -0.3; 5HT1E antag: 9; 5-HT1A blocker: 4; S1P1 ag-PAM: -10; D1 allo mod: -0.33; S1P3 ag: -0.1; HTR1A agonist: -1.8; HEK293 NFkB inh: 10

Rows are unselected; about 8.3% have a hit in one of these screens.
